# DNMT1 block – inhibitors of human DNMT1; P26358; DNMT1 molecular beacon, Hinp1I cleavage, fluorescence; inhibition (reported as % activation of signal), % at 10 µM; actives 0.83% (n = 360,000); in the data active = inhibition above about 50%
# Scp1 inh – blocks human Scp-1 phosphatase activity; Q9GZU7; Recombinant Scp1, phosphopeptide, malachite green phosphate absorbance; inhibition, % at 20 µM; actives 0.88% (n = 340,000); AID 493091;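 active = inhibition above about 50% at 20 µM, limit read from the data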;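 also: plate controls were DMSO wells with enzyme for no effect and wells lacking enzyme for full effect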
#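 Material – SCP-1 phosphatase catalytic domain, residues 76-261 · Buffer or medium – Acidic Tris acetate buffer with magnesium and detergent · Also added – Phospho 17-mer peptide substrate · Compound – single 20 µM dose, 1% DMSO · Times – 45 min room-temperature reaction, 5 min colour, 30 min stabiliser · Technique – Phosphate-binding colour reagent, absorbance read at 630 nm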
# Tb MetRS inh – blocks T. brucei methionyl-tRNA synthetase activity; AID 624268; inhibition, % at 11.9 µM; actives 0.4% (n = 360,000); purified T. brucei MetRS, ATP depletion, Kinase-Glo luminescence;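 active = inhibition above a per-plate cutoff of the control wells' mean inhibition plus 3 SD, cut at about 5.5% in these data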;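 also: 0% = DMSO wells median and 100% = median of wells with control inhibitor compound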
#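 Dosing: 11.9 µM compound single dose, 0.9% DMSO; Assay system: purified T. brucei MetRS enzyme; Measured by: Kinase-Glo luciferase luminescence reporting remaining unconsumed ATP; Schedule: 15 min plus 2 h at 25 °C.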
# NadD block – NadD (S. aureus) enzyme inhibition | AID 602399 | actives 0.78% (n = 360,000) | purified NadD enzyme, colorimetric absorbance read-out | inhibition, % at 20 µM; in the data active = inhibition above about 26%; also: some compounds past the cut are filed as inactive
# Neddylation inh – cullin neddylation inhibition. actives 0.58% (n = 360,000). AID 651699. calls only at 25 µM. TR-FRET cullin neddylation, biochemical. P61081+Q13564; in the data active = inhibition above about 36%
# Target sequence (P61081 whole entry, looked up): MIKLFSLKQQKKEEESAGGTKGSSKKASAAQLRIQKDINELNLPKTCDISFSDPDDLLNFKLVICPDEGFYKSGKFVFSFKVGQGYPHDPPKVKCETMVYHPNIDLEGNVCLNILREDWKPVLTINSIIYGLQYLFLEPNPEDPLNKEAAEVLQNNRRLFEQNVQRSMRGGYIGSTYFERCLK
# Target sequence (Q13564 whole entry, looked up): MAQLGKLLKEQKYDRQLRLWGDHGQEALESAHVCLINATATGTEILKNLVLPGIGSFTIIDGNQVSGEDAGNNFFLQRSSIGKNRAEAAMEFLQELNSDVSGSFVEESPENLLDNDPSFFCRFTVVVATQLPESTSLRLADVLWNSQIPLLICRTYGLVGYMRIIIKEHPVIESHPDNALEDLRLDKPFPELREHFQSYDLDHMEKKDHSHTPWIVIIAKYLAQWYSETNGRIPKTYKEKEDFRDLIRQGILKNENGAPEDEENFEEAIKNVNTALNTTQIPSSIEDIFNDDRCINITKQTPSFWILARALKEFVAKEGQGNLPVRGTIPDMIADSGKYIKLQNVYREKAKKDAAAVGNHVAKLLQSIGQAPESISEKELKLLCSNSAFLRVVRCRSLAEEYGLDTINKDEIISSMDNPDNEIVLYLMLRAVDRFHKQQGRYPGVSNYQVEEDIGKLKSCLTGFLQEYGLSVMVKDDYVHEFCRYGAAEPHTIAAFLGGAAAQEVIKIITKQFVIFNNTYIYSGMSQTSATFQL
# SKN-1 block – blocks SKN-1 activity in C. elegans. inhibition, % at 21.8 µM. actives 0.49% (n = 360,000). AID 624304. C. elegans VP596 Pgst-4::GFP/RFP ratio, acrylamide-induced, 24 h;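 active = interference check ratio from 0.5 to 1.5 plus GFP to RFP signal ratio inhibition reaching or exceeding a fixed threshold, cut at about 30% in these data, passing the limit was not always enough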; also: some compounds called inactive have numbers as strong as hits
# SUMO1-SIM PPI – alters human SUMO1 binding to SIM partners | SUMO1 binding to a labelled peptide, TR-FRET, 1 h | inhibition, % at 20 µM | actives 0.33% (n = 360,000) | AID 602429; in the data active = inhibition above about 37%
# Target sequence (P63165 whole entry, looked up): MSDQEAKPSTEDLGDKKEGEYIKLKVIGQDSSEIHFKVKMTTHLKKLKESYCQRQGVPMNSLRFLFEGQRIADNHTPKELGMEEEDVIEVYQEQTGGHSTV
# LMPTP inh – LMPTP (human) inhibition. P24666. actives 0.22% (n = 360,000). inhibition, % at 20 µM. recombinant LMPTP-A, OMFP fluorogenic substrate, fluorescence intensity;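 active = compounds that cut the enzyme signal by at least half of the control window in the single-dose screen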;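 also: plate controls were DMSO wells with enzyme plus substrate for no effect and substrate without enzyme for full effect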
# Target sequence (P24666 whole entry, looked up): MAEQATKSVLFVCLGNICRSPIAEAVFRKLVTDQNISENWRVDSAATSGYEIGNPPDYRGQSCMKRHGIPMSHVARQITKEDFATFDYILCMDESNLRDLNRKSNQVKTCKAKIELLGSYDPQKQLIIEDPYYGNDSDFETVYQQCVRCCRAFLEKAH
#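 Assay system: LMPTP-A enzyme. Input: 0.625 nM LMPTP-A final. Probe or stimulus: 400 µM OMFP. Compound dosing: single 20 µM dose. Schedule: 50 min dark incubation at room temperature. Detection: fluorescence intensity of OMFP turnover product. Read-out: percent inhibition versus substrate-only and uninhibited controls. Benchmarks: no-enzyme low control, uninhibited high control.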
# CendR NRP1 mod – modulators of CendR peptide binding to human neuropilin-1. O14786. actives 0.85% (n = 360,000). inhibition, % at 25 µM. FAM-RPARPAR peptide binding to NRP-1, fluorescence polarization;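 active = inhibition or corrected inhibition above about 18%, plus a signal ratio from 0.5 to 1.5, limit read from the data, passing the limit was not always enough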; also: strong numbers were not always called active
# STEP block – STEP (human) phosphatase inhibition. P54829. recombinant STEP, OMFP fluorogenic substrate, fluorescence. inhibition, % at 20 µM. actives 0.25% (n = 360,000). AID 588621;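 active = inhibition at 20 µM, scaled per plate between control wells, above about 37%, limit read from the data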;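 also: 0% = DMSO with enzyme and substrate and 100% = substrate only without enzyme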
#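 System: STEP (striatal-enriched tyrosine phosphatase) enzyme, cell-free; medium: Bis-Tris pH 6.0 buffer with DTT, detergent; dosing: 20 µM, 1% DMSO; times: reaction 20 min, ambient temperature; detection: fluorescence, 480/540 nm; read-out basis: normalized % inhibition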
# * hit, by the source's call; i = inactive; x = no result given.
SMILES,DNMT1 block,Scp1 inh,Tb MetRS inh,NadD block,Neddylation inh,SKN-1 block,SUMO1-SIM PPI,LMPTP inh,CendR NRP1 mod,STEP block
COc1ccc(NC(=O)CN(C)C(=O)c2ccc3c(c2)CC(c2ccccc2)OC3=O)cc1 (stereo unspecified),5.9,x,-0.2,1.3,i,13.2,-1.9,0.8,0.2,-0.7
O=C(NNC(=S)NCc1ccc(Cl)cc1)c1ccc2c(c1)OCO2,-3.2,-9.4,2.2,-5.6,i,1.0,-1.0,0.5,16.2,1.3
Cc1cc(C)cc(C(=O)Nc2cccnc2Cl)c1,2.3,-4.5,-0.7,-12.1,i,0.5,7.6,-0.9,-4.6,-0.2
COC(=O)C(NC(C)=O)(Nc1ccc(Br)cc1)C(=O)OC,-0.2,-4.6,0.0,4.7,i,8.2,1.8,-1.2,-5.3,-1.7
COc1ccc(-c2coc3cc4oc(=O)c5ccccc5c4cc23)cc1F,11.4,-2.7,-0.8,4.5,i,-1.6,-0.8,1.0,3.6,0.7
O=S(=O)(Nc1cccc(CO)c1)c1cccs1,-2.5,-7.2,-0.8,-4.6,i,19.4,1.2,-1.2,-1.6,-4.5
O=C(NCc1ccc(Cl)cc1)C(=O)NCC(c1ccco1)N1CCOCC1 (stereo unspecified),-12.3,-4.2,0.1,-3.1,i,7.0,0.0,0.1,4.1,-3.6
CC(=O)Nc1nc(-c2ccccc2)nc(C)c1C(C)=O,-0.6,-3.0,0.0,2.8,i,2.9,0.3,-0.9,14.2,1.1
Cc1noc(C(=O)NC2CCCCC2)c1Cl,-0.3,-4.0,0.2,-1.0,i,2.4,-3.8,0.6,-10.8,-2.4
O=C(CN(CC1CCCO1)C(=O)c1nsc(Cl)c1Cl)NC1CCCC1 (stereo unspecified),-0.6,-1.4,-1.0,-5.5,i,5.1,0.2,-1.2,4.1,1.1
CC(=O)c1cccc(NC(=S)NC2CCCCCCC2)c1,5.1,-8.3,-0.2,0.4,i,-17.3,4.1,1.6,8.7,10.4
CC(C)C1C(=O)N(Cc2cn(CCC3OCCO3)nn2)CCS(=O)(=O)N1Cc1ccc(-c2ccc(F)nc2)cc1 (stereo unspecified),40.9,x,1.2,7.7,i,-0.5,2.2,0.0,-2.6,0.9
O=C1c2cc(O)cc(O)c2C(=O)c2c1cc(O)c([C@@H](CO)CCO)c2O,21.5,9.5,0.8,-4.4,i,4.0,1.7,5.0,-122.7,-3.7
CC(=O)NNC(=O)c1csc(-c2csc(C)n2)n1,-0.1,10.0,0.2,1.0,i,-6.3,-4.9,-1.6,-4.4,-1.6
O=C(N/N=C/c1cccnc1)c1cc2ccccc2cc1O,-0.1,-2.0,0.6,6.4,i,17.8,-18.2,1.5,10.8,-0.2
O=C(NCC1COc2ccccc2O1)c1cn(Cc2ccc(F)cc2)nn1 (stereo unspecified),2.6,0.7,-1.2,-2.7,i,-20.6,-4.0,0.6,10.3,0.5
COc1ccc(C(=O)NCC(=O)Nc2cccc(S(=O)(=O)NCc3ccco3)c2)cc1OC,-4.9,-2.9,-1.3,5.0,i,4.4,7.8,-4.0,-12.9,-1.2
O=C(CS(=O)(=O)c1ccccc1)Nc1ccccc1Br,-5.6,-4.5,-0.7,-3.8,i,15.2,0.5,-0.8,3.7,-0.9
CCCCn1c(-c2ccco2)nc2ccccc2c1=O,-1.8,-4.5,-1.0,-3.1,i,19.7,-2.7,0.1,3.6,-0.8
Cn1c(SCc2ccc(Cl)cc2)nc(C(F)(F)F)cc1=O,-4.3,-11.2,-0.2,-4.9,i,9.3,0.7,4.5,-5.7,2.1
CCCOC(=O)C[N+](C)(C)CCOC1CC2CCC1(C)C2(C)C (stereo unspecified),3.7,-4.1,-1.2,-3.3,i,-1.6,1.7,0.7,6.8,-0.7
COc1ccc(/C=N/NC(=O)c2cccnc2)cc1COc1ccc([N+](=O)[O-])c(C)c1,-24.2,-8.9,1.2,-4.8,i,2.6,-11.5,4.3,-5.2,4.5
N#Cc1ccccc1S(=O)(=O)N1CCN(CC(=O)Nc2ccccc2C(=O)NC2CC2)CC1,0.8,-1.1,-0.3,1.7,i,23.5,5.8,-1.7,-5.0,-3.6
COc1ccc(C(=O)O)cc1S(=O)(=O)Nc1cc(Cl)ccc1N1CCOCC1,3.6,-2.2,0.0,3.7,i,2.5,5.1,0.0,-2.3,-3.1
O=C(Nc1ccc(S(=O)(=O)NC2=NCCCCC2)cc1)c1ccc2ccccc2n1,6.8,1.9,-0.8,3.0,i,-7.9,0.1,1.3,-0.6,-1.3
Cn1c(=O)c2c(nc(SCCN3CCCCC3)n2Cc2ccccc2)n(C)c1=O,-0.6,-10.3,-0.6,1.4,i,2.4,1.2,-0.5,-1.1,-2.7
COc1ccccc1N1CCN(C2CCCN(S(=O)(=O)c3cccc(Cl)c3)C2)CC1 (stereo unspecified),0.1,-0.7,-0.1,-0.4,i,9.8,1.1,0.2,24.9,-2.4
COc1ccc2[nH]c3c(=O)n(Cc4ccncc4)cnc3c2c1,4.9,-17.2,0.4,-1.7,x,6.5,-7.2,-1.3,-12.7,-2.5
Cc1c(Cl)ccc2c(C(N)=O)cc(-c3ccccn3)nc12,5.1,-8.9,-0.9,-8.4,i,22.6,-11.1,-2.8,-6.6,-1.7
CCS(=O)(=O)N1CCN=C1SCc1cccnc1,-1.2,-3.9,-0.7,-4.2,i,9.7,-1.0,-2.4,4.2,2.0
CC(C)C(N)c1csc(Nc2nncc3ccccc23)n1 (stereo unspecified),0.8,x,-0.1,1.4,i,0.7,-11.6,0.1,6.8,-0.6
COc1ccccc1-c1nnc(NC(=O)C(C)C)s1,1.1,-3.1,0.2,-1.9,i,-8.5,6.3,0.6,-3.9,-0.9
C[C@@H](c1ccccc1)N1C[C@H](COCc2ccccc2)Oc2cc(N3CC[C@H](O)C3)ccc2S1(=O)=O,x,x,-0.5,-13.2,i,-2.8,8.2,0.7,0.1,x
Cc1c(Cc2ccccc2)c(NCCN(C)C)n2c(nc3ccccc32)c1C#N,1.8,-3.3,-0.2,-4.8,x,-7.5,-13.8,3.6,1.3,-2.3
CCOC(=O)[C@@H]1[C@H]2COc3ccc(Br)cc3[C@@H]2N2C(=O)N(c3ccc(Cl)cc3)C(=O)[C@@]12C,-2.4,-20.7,-0.5,-12.5,i,9.8,1.7,-1.3,11.2,0.1
CC1CCCC(NC(=O)NC(=O)CCl)C1C (stereo unspecified),4.8,0.7,-0.2,-0.7,i,4.0,1.1,-1.2,7.1,-0.5
COc1cc(NC(=S)N2CCCC(CO)C2)c(OC)cc1Cl (stereo unspecified),4.5,-0.8,0.1,5.4,i,-4.2,0.4,-1.7,-0.1,5.7
CSc1ncc(Cl)c(C(=O)Nc2cccc(Cl)c2)n1,0.2,-14.2,-0.2,-9.8,i,-4.0,-3.7,2.4,-6.4,-0.5
Cc1oc(C)c(S(=O)(=O)NCc2cccs2)c1C(=O)O,3.5,-14.8,0.4,-1.0,i,-8.5,-1.2,-2.6,1.3,0.4
Cc1cccc(-c2nc(Nc3ccc(O)cc3)c3ccccc3n2)c1,-17.7,1.4,-1.2,5.2,i,0.9,6.7,32.7,1.7,-3.2
O=[N+]([O-])c1cc([N+](=O)[O-])c(Oc2cncc(Cl)c2)cc1NN1CCCCC1,3.5,-0.2,0.1,-4.0,i,-11.2,-5.1,-0.5,3.8,0.9
COc1ccccc1[C@H]1C(c2ccc(F)cc2)=NN(c2ccccc2)[C@@H]1CO,-17.9,-9.2,0.5,1.8,x,8.2,1.3,2.9,-16.1,0.3
CCOC(=O)c1cc(-c2ccc(OC)cc2)nn1-c1ccc(C(=O)O)cc1,1.2,-7.1,-0.9,3.9,i,7.3,1.8,-0.9,-4.9,-1.7
COc1ccc(/C=N/NC(=O)c2ccccc2)cc1OS(=O)(=O)c1ccccc1,-3.4,-1.3,-0.5,1.2,i,7.6,0.5,-0.6,13.0,1.1
Cc1cccc(NC(=O)CNC(=O)COc2ccc(C(=O)c3ccc(F)cc3)cc2)c1C,9.4,-11.1,-0.6,-5.5,i,10.1,1.5,1.5,-3.8,-2.8
Cc1ccc(C(=O)NCc2ccc3c(c2)CCO3)cc1C,-1.3,-16.9,-1.2,-2.8,i,15.0,0.2,0.5,11.7,-1.0
CCOC(=O)c1c(C)n(C)c2ccc(OC)c(NC(=O)c3cccs3)c12,-8.4,-8.6,-0.1,-6.2,i,27.5,0.9,-1.4,6.7,0.2
CCN1C(=O)[C@H]2[C@@H](c3ccc(C)cc3)N3C(=O)N(c4cccc(Br)c4)C(=O)[C@@]3(C)[C@H]2C1=O,-5.9,-5.8,0.1,2.3,i,-2.8,-6.7,-1.2,10.5,-1.3
CCOC(=O)C1CCN(C(=O)CN2C(=O)C(C(C)C)Oc3ccccc32)CC1 (stereo unspecified),6.9,3.6,-0.8,-6.0,i,-1.1,1.6,1.1,-2.5,-5.1

# Reformatted bar-delimited: part of the list above
mol | DNMT1 block | Scp1 inh | Tb MetRS inh | NadD block | Neddylation inh | SKN-1 block | SUMO1-SIM PPI | LMPTP inh | CendR NRP1 mod | STEP block
COc1ccc2[nH]c3c(=O)n(Cc4ccncc4)cnc3c2c1 | 4.9 | -17.2 | 0.4 | -1.7 | x | 6.5 | -7.2 | -1.3 | -12.7 | -2.5
Cc1c(Cl)ccc2c(C(N)=O)cc(-c3ccccn3)nc12 | 5.1 | -8.9 | -0.9 | -8.4 | i | 22.6 | -11.1 | -2.8 | -6.6 | -1.7
CCS(=O)(=O)N1CCN=C1SCc1cccnc1 | -1.2 | -3.9 | -0.7 | -4.2 | i | 9.7 | -1.0 | -2.4 | 4.2 | 2.0
CC(C)C(N)c1csc(Nc2nncc3ccccc23)n1 (stereo unspecified) | 0.8 | x | -0.1 | 1.4 | i | 0.7 | -11.6 | 0.1 | 6.8 | -0.6
COc1ccccc1-c1nnc(NC(=O)C(C)C)s1 | 1.1 | -3.1 | 0.2 | -1.9 | i | -8.5 | 6.3 | 0.6 | -3.9 | -0.9
C[C@@H](c1ccccc1)N1C[C@H](COCc2ccccc2)Oc2cc(N3CC[C@H](O)C3)ccc2S1(=O)=O | x | x | -0.5 | -13.2 | i | -2.8 | 8.2 | 0.7 | 0.1 | x
Cc1c(Cc2ccccc2)c(NCCN(C)C)n2c(nc3ccccc32)c1C#N | 1.8 | -3.3 | -0.2 | -4.8 | x | -7.5 | -13.8 | 3.6 | 1.3 | -2.3

# Screens: PubChem, several laboratories
